PMI inhibitors: inhibitors of human PMI, primary screen, biochemical, fluorescence intensity, coupled assay (AID 1209); purified PMI enzyme, coupled fluorescence intensity; higher % means a stronger effect; inhibition, % at 20 µM, or IC50 in µM where a hit was titrated; 190,000 tested, 0.42% active;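 further: plate controls were DMSO vehicle for no effect and wells lacking substrate for full effect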
TNAP activation fold: stimulation of alkaline phosphatase TNAP activity – biochemical, luminescent, no phosphate acceptor, uHTS, primary screen (AID 1001). purified TNAP, luminescent activation assay, no phosphate acceptor; higher activation fold means a stronger effect. 200,000 tested, 0.03% active. one-dose activation fold at 20 µM; EC50 in µM for titrated hits; in the data active means activation fold from about 3, or a potency from the dose series; inactive means the rest, 99 in 100 with activation fold below about 1.6; further: many of its hits are not listed in these tables
Large T inhibition: TAg ATPase/helicase activity blockers – biochemical (AID 1903); SV40 large T antigen ATPase/helicase inhibition assay; higher % means a stronger effect; inhibition, % at 20 µM; hits with a dose series show IC50 in µM; 310,000 tested, 0.39% active; in the data active means a potency from the dose series; inconclusive means inhibition mostly from about 32% at the one dose, without a potency; inactive means the rest, 99 in 100 with inhibition below about 32%; further: strong numbers were not always called active
RSV antiviral HEp-2: inhibition of RSV-induced cytopathic effect – HEp-2 cells, primary 10 µM value included (AID 2391). HEp-2 cells, RSV-induced CPE inhibition; higher % means a stronger effect. CPE inhibition, % at 10 µM, or IC50 in µM where a hit was titrated. 310,000 tested, 0.13% active; in the data active means a potency from the dose series; inconclusive means CPE inhibition mostly from about 23% at the one dose, without a potency; inactive means the rest, 99 in 100 with CPE inhibition below about 21%; further: strong numbers were not always called active
Insulin prom up: MIN6 insulin promoter up-regulation; AID 1625; MIN6 insulin promoter-GFP reporter, high-content imaging; stronger effect = higher value; z-score at 5 µM; 190,000 tested, 0.3% active;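 active means z-score above 3 at 5 µM with at least 500 cells counted in the well; inconclusive means wells under 500 cells, flagged as cytotoxic or low count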
West Nile antiviral: West Nile virus antiviral activity, cell-based, CPE readout (AID 1621) | West Nile virus-infected cells, CPE inhibition; higher % means a stronger effect | CPE inhibition, % at 10 µM, or IC50 in µM where a hit was titrated | 290,000 tested, 0.02% active; in the data active means a potency from the dose series; inconclusive means CPE inhibition mostly from about 3.7% at the one dose, without a potency; inactive means the rest, 99 in 100 with CPE inhibition below about 2.2%; further: strong numbers were not always called active
human PMI inhibitors: MPI inhibition at elevated mannose 6-phosphate – biochemical, fluorescence intensity, high mannose 6-phosphate, primary screen (AID 1220) | one-dose inhibition, % at 20 µM; IC50 in µM for titrated hits | 190,000 tested, 0.66% active | recombinant PMI enzyme, coupled fluorescence intensity; higher % means a stronger effect
PhoP inhibition: PhoP-dependent GFP reporter repression – Salmonella Typhimurium, primary screen (AID 1863); S. Typhimurium PhoP-regulated promoter GFP reporter, 4 h; higher % means a stronger effect; one-dose inhibition, % at 50 µM; IC50 in µM for titrated hits; 300,000 tested, 0.16% active;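 active means inhibition over 29.93%, a cutoff 3 SD above the screen mean, later confirmed by dose response; inconclusive means inhibition over 29.93% but no dose response follow-up; inactive means inhibition at most 29.93% or unconfirmed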;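 further: 0% = low Mg2+ inducing control and 100% = high Mg2+ repressing control; strong numbers were not always called active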
ER stress rescue: rescue of cells from ER stress-induced death, primary screen, 384-well, CSM14.1, thapsigargin, ATP luminescence (AID 1222); CSM14.1 thapsigargin-induced death rescue, ATP luminescence; higher % means a stronger effect; cellular ATP content (survival), % at 20 µM; hits with a dose series show EC50 in µM; 190,000 tested, under 10 active;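 active means EC50 below 50 µM in the dose-response confirmation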;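 further: death triggered by thapsigargin at about 15 µM added after 2 h compound pretreatment; cell ATP read after overnight thapsigargin exposure of roughly 18 to 22 hours; normalized against plate controls of thapsigargin alone and 5% DMSO vehicle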
Insulin prom up cell count: recorded beside Insulin prom up, whose call it bears; cell count; measured here: cytotoxicity, nuclei count;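 total cells summed across four imaged fields per well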
Starred values were filed as active, the others as inactive; ? = inconclusive; / = no result given. Unless noted, no stated cut-off is given here; in the data, active means inhibition above about 50%; inactive means the rest.

SMILES	PMI inhibitors	TNAP activation fold	Large T inhibition	RSV antiviral HEp-2	Insulin prom up	Insulin prom up cell count	West Nile antiviral	human PMI inhibitors	PhoP inhibition	ER stress rescue
O=C(Nc1nc2c(s1)CCCC2)c1ccc(Br)s1	15%	1	4%	4.7%	0.63	1179	0.7%	11%	19%	-3.6%
Cc1cccc(NC(=S)N2CCC(NC(=O)c3cccc(F)c3)CC2)c1	/	/	20%	1.2%	/	/	-0.6%	/	6%	/
Cc1[nH]c2ccc(C(=O)NCCCN3CCOCC3)cc2c1C	/	/	7%	1.1%	/	/	0.5%	/	3%	/
CCOC(=O)Nc1ccccc1C(=O)Nc1cc(C)cc(C)c1	18%	1.1	6%	-0.4%	0.34	1496	1.4%	22%	-3%	0.4%
COc1ccc(-c2cc(C(=O)N3CCCc4ccccc43)no2)cc1OC	0%	1	12%	0.7%	0.5	1632	0.3%	10%	-2%	-1.0%
c1ccc2c(c1)NC(c1ccncc1)n1c-2nc2ccccc21 (stereo not given)	-2%	1.1	22%	2.4%	/	/	-0.1%	2%	0%	-1.2%
CCc1nc(NC(=O)NS(=O)(=O)c2ccccc2C(=O)OC)nc(OC)n1	-2%	1.1	-5%	-0.5%	/	/	0.2%	1%	-2%	-1.8%
CC(=O)c1cc2c(cc1NC(=O)CCn1cccc1)OCO2	4%	1	0%	-0.4%	0.31	1402	0.3%	2%	2%	-1.2%
Cc1ccc(-n2nc3c(c2NC(=O)c2cccs2)CS(=O)(=O)C3)cc1C	/	/	14%	1.0%	/	/	-0.2%	/	-3%	/
COc1ccc(NC(=O)COC(=O)C2CC(=O)N(c3ccc(C)cc3)C2)cc1 (stereo not given)	/	/	1%	0.2%	/	/	0.6%	/	2%	/

In a second layout: results already given
> O=C(Nc1nc2c(s1)CCCC2)c1ccc(Br)s1
  PMI inhibitors: 15%
  TNAP activation fold: 1
  Large T inhibition: 4%
  RSV antiviral HEp-2: 4.7%
  Insulin prom up: 0.63
  Insulin prom up cell count: 1179
  West Nile antiviral: 0.7%
  human PMI inhibitors: 11%
  PhoP inhibition: 19%
  ER stress rescue: -3.6%

> c1ccc2c(c1)NC(c1ccncc1)n1c-2nc2ccccc21 (stereo not given)
  PMI inhibitors: -2%
  TNAP activation fold: 1.1
  Large T inhibition: 22%
  RSV antiviral HEp-2: 2.4%
  Insulin prom up: /
  Insulin prom up cell count: /
  West Nile antiviral: -0.1%
  human PMI inhibitors: 2%
  PhoP inhibition: 0%
  ER stress rescue: -1.2%

> COc1ccc(NC(=O)COC(=O)C2CC(=O)N(c3ccc(C)cc3)C2)cc1 (stereo not given)
  PMI inhibitors: /
  TNAP activation fold: /
  Large T inhibition: 1%
  RSV antiviral HEp-2: 0.2%
  Insulin prom up: /
  Insulin prom up cell count: /
  West Nile antiviral: 0.6%
  human PMI inhibitors: /
  PhoP inhibition: 2%
  ER stress rescue: /

In the list so far, 7 contain nitrogen in an aromatic ring.
SMILES	PMI inhibitors	TNAP activation fold	Large T inhibition	RSV antiviral HEp-2	Insulin prom up	Insulin prom up cell count	West Nile antiviral	human PMI inhibitors	PhoP inhibition	ER stress rescue
O=C(Nc1nc2c(s1)CCCC2)c1ccc(Br)s1	15%	1	4%	4.7%	0.63	1179	0.7%	11%	19%	-3.6%
Cc1[nH]c2ccc(C(=O)NCCCN3CCOCC3)cc2c1C	/	/	7%	1.1%	/	/	0.5%	/	3%	/
COc1ccc(-c2cc(C(=O)N3CCCc4ccccc43)no2)cc1OC	0%	1	12%	0.7%	0.5	1632	0.3%	10%	-2%	-1.0%
c1ccc2c(c1)NC(c1ccncc1)n1c-2nc2ccccc21 (stereo not given)	-2%	1.1	22%	2.4%	/	/	-0.1%	2%	0%	-1.2%
CCc1nc(NC(=O)NS(=O)(=O)c2ccccc2C(=O)OC)nc(OC)n1	-2%	1.1	-5%	-0.5%	/	/	0.2%	1%	-2%	-1.8%
CC(=O)c1cc2c(cc1NC(=O)CCn1cccc1)OCO2	4%	1	0%	-0.4%	0.31	1402	0.3%	2%	2%	-1.2%
Cc1ccc(-n2nc3c(c2NC(=O)c2cccs2)CS(=O)(=O)C3)cc1C	/	/	14%	1.0%	/	/	-0.2%	/	-3%	/

Carrying on.
SMILES	PMI inhibitors	TNAP activation fold	Large T inhibition	RSV antiviral HEp-2	Insulin prom up	Insulin prom up cell count	West Nile antiviral	human PMI inhibitors	PhoP inhibition	ER stress rescue
COc1ccc2nc(C)[nH]c(=O)c2c1	6%	1.1	19%	3.6%	0.13	1290	0.2%	6%	-4%	-2.4%
Cc1cccc2cc(C#N)c(NCCCNS(=O)(=O)c3ccc(Cl)cc3)nc12	/	/	24%	1.2%	-0.23	1069	-0.2%	/	-4%	/
O=C(NC1CCCCC1)C(c1cccs1)N(CC1CCCO1)C(=O)c1csnn1 (stereo not given)	-9%	1.1	11%	0.0%	-0.57	1094	-1.4%	-9%	3%	-0.4%
COc1cc(SC)ccc1C(=O)Nc1ccc2c(c1)CCN2S(C)(=O)=O	5%	1.1	20%	-0.1%	-0.26	952	0.4%	0%	3%	-1.2%
COc1cc(OC)c(OC)cc1CNCC1COc2ccccc2O1 (stereo not given)	/	/	7%	0.8%	/	/	-1.1%	/	3%	/
Cc1ccc(-c2nc3ccc([N+](=O)[O-])cc3[nH]2)cc1	5%	1	13%	?	/	/	-1.4%	4%	-10%	-0.4%
COc1cccc(C2CC(c3ccccc3)=NN2S(=O)(=O)c2ccccc2)c1OC (stereo not given)	14%	1	5%	4.7%	-0.39	1438	-1.8%	8%	6%	-0.2%
NC(=O)CSc1nnc(-c2ccco2)n1N	-7%	1.1	11%	1.5%	-0.47	893	-0.3%	-4%	-3%	-0.9%
CC1(C)CN(c2ccc(F)cc2)C1=O	-14%	1	10%	1.8%	-0.81	1239	-0.1%	-11%	6%	-1.3%
COc1ccc(CN2CCOC2=O)cc1OC	/	/	17%	0.2%	-0.08	1072	-0.3%	/	-8%	/
O=C(Nc1nnc(C2CC2)s1)c1cc(-c2ccccc2)nn1-c1ccccc1	0%	0.9	2%	40%	/	/	0.3%	2%	-12%	-0.2%
Fc1ccc(N2CCN(C3CCC(c4ccccc4)CC3)CC2)cc1 (stereo not given)	/	/	12%	3.6%	/	/	-1.2%	/	-2%	/
CCCS(=O)(=O)N1CCN(C(=O)c2ccccc2F)CC1	-8%	1	-6%	1.4%	0.33	1231	0.2%	-2%	0%	0.4%
COc1ccc(Cl)cc1NC(=O)CCS(=O)(=O)c1ccc(Br)cc1	/	/	12%	1.6%	/	/	-1.2%	/	-2%	/
C=CCOC(=O)c1ccc(-n2cncn2)nc1	0%	1.1	1%	1.0%	0.31	926	0.2%	-4%	3%	-2.7%
CN(C)c1ccc(NC(=O)CCn2c(=S)oc3ccccc32)cc1	2%	1.1	30%	0.6%	-0.04	1626	0.4%	12%	1%	2.2%
O=C(/C=C/c1ccco1)NCC(=O)N/N=C/c1ccc(Cl)cc1	16%	1.1	1%	-0.6%	-0.89	1535	-0.3%	-9%	-10%	-0.7%
CCCn1nc(NC(=O)c2ccccn2)c2cc3cc(C)ccc3nc21	-7%	1	23%	1.8%	0.21	821	1.1%	-4%	-7%	-4.2%
COCCSc1ccccc1C(=O)Nc1cc(C)on1	4%	1	7%	-0.9%	0.75	1368	-0.4%	-7%	5%	-3.6%
CC(=O)Nc1ccc(N(C(=O)Cc2c[nH]c3ccccc23)C(C(=O)NC2CCCCC2)c2ccco2)cc1 (stereo not given)	14%	1.2	12%	3.0%	0.11	1427	-0.9%	1%	-20%	1.3%
O=S1(=O)CCC(N=Cc2cc(Br)ccc2O)C1 (stereo not given)	16%	1.1	-1%	1.9%	-0.1	1147	0.2%	9%	10%	-3.3%
COc1ccc(C(CNc2ccc(C(F)(F)F)cn2)N(C)C)cc1OC (stereo not given)	/	/	0%	1.0%	/	/	-0.1%	/	3%	/
NC1=NC(=O)C(CC(=O)NCc2ccccc2)S1 (stereo not given)	-29%	1	-4%	-0.1%	1.4	1320	-0.4%	-10%	-8%	-1.5%
C/C(=N\NC(=O)c1c[nH]c2ccccc12)c1ccc2c(c1)OCO2	-2%	1.1	13%	3.4%	-0.42	1206	-0.4%	-6%	-3%	2.2%
Cc1sc2ncnc(N[C@@H](CCC(=O)O)C(=O)O)c2c1C	-8%	1.2	6%	-0.1%	-0.17	1235	0.4%	-8%	-5%	2.8%
COc1ccc(N2CCN(C(=O)Cc3ncc(C(F)(F)F)cc3Cl)CC2)cc1	-27%	1.1	15%	1.3%	-0.3	1753	-0.7%	-60%	-6%	0.4%
Cc1ccc(C(=O)Nc2cccnc2)cc1S(=O)(=O)N1CCOCC1	6%	1.1	5%	1.7%	0.8	786	0.6%	4%	8%	3.0%
Cc1ccc(N2CC(C(=O)OCC(=O)C(C)(C)C)CC2=O)cc1 (stereo not given)	-7%	1	1%	-1.4%	0.58	1167	0.4%	0%	-3%	1.2%
Cc1cccc(NC(=O)C2CCCN2C(=O)NC2CCCCC2)c1 (stereo not given)	10%	1	20%	1.0%	0.08	1410	-0.4%	6%	-4%	-0.8%
CCOC(=O)c1c(C)[nH]c(NC(=O)Nc2c(C)n(C)n(-c3ccccc3)c2=O)c1C	20%	1.4	1%	1.1%	1.4	1166	-0.1%	18%	-4%	-1.4%
COc1ccc2c(Cl)c(C(=O)NCCc3ccc(S(N)(=O)=O)cc3)sc2c1	/	/	13%	1.6%	/	/	-0.4%	/	-8%	/
N#C/C(=C\c1ccncc1)c1nc2ccccc2[nH]1	-14%	1.1	-52%	/	0.03	1259	-0.6%	10%	6%	3.0%
CCOc1ccc2nc(C(=O)N3CCCC(C)C3)sc2c1 (stereo not given)	-10%	1	12%	22%	0.98	1168	0.0%	2%	14%	-0.7%
COCCNC(=O)/C(C#N)=C\c1ccc(CNS(=O)(=O)c2ccc(C)cc2)o1	6%	1.1	-2%	2.4%	-0.16	1418	-0.4%	2%	-2%	0.1%
Cc1c(C(=O)Nc2ccc3c(c2)CCC3)cccc1[N+](=O)[O-]	13%	1	-7%	2.0%	0.28	1278	-0.5%	10%	11%	-2.8%
Cc1c(NC(=O)Nc2ccccc2C(F)(F)F)c(=O)n(-c2ccccc2)n1C	/	/	0%	3.4%	/	/	-0.3%	/	5%	/
c1ccc(-c2cc3c(N4CCN(c5ccccc5)CC4)ncnc3s2)cc1	-5%	1.1	16%	20%	-0.54	1239	0.0%	-8%	1%	-0.6%
CCOC(=O)N1CCN(CC(=O)Nc2c(C(=O)OC)[nH]c3cc(C)ccc23)CC1	6%	1.1	5%	6.3%	0.27	1084	0.4%	1%	-3%	0.0%

Screening results: PubChem BioAssay, several laboratories
